HT1080 IDH1KD tx = qHTS for induction of synthetic lethality in tumor cells producing 2HG: qHTS for the HT-1080-IDH1KD cell line; HT-1080 IDH1 knockdown viability, ATP luminescence, 48 h; Potency, µM (titrated, usually from 46.1 µM), for the others: top-dose activity, negative = toxicity, actives largely listed as cytotoxic; 2% of 360,000 active;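 also: 0% = DMSO wells and -100% = cell-free medium wells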
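Luminescent ATP read-out (CellTiter-Glo, 10 min at room temperature) after 48 h compound exposure at 37 °C gave viability of IDH1-knockdown HT-1080 cells. Activity was normalised to DMSO and cell-free wells, then fitted as concentration-response curves.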
GLP-1R inv ag = qHTS of GLP-1 Receptor Inverse Agonists (Inhibition Mode) | Glucagon-like peptide 1 receptor (Homo sapiens), P43220 | HEK293 GLP-1R CRE-luciferase, luminescence, 24 h; GLP-1R form is constitutively active | Potency, µM (highest dose often 38.3 µM), for the others: at the highest dose activity change, negative = inhibition, actives largely listed as inhibitors | 1.6% of 410,000 active | AID 624417, 2012; also: % is scaled to controls: 0 for no effect and ±100 for the full control effect; nearly all actives have a fitted effect of over 55% in size
Target sequence (P43220 whole entry, looked up): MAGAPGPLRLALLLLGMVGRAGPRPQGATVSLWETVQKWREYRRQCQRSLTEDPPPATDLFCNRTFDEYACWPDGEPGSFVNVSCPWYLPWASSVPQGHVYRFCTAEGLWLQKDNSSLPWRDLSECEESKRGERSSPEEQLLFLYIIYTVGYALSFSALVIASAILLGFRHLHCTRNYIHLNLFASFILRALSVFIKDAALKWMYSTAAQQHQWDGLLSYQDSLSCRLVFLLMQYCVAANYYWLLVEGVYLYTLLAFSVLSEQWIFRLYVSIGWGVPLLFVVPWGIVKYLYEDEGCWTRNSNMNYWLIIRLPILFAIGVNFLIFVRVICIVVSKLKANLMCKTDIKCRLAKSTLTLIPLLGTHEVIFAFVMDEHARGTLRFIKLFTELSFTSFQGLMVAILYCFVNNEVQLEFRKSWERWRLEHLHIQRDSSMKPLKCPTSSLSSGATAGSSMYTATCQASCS
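qHTS in 1536-well format: reporter HEK293 cells expressing constitutive GLP-1R activity in DMEM + 10% Nu serum, 24 hr with compounds at 37 deg C, luminescence read after 12 min with detection reagent.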
HT1080-NT tox = qHTS for induction of synthetic lethality in tumor cells producing 2HG: qHTS for the HT-1080-NT fibrosarcoma cell line | HT-1080-NT fibrosarcoma viability, CellTiter-Glo ATP luminescence, 48 h | Potency, µM (doses to about 46.1 µM), without a hit: at the highest dose activity, negative = less viability, most hits filed as cytotoxic | 1.6% of 360,000 active | AID 686970, 2013;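 also: NT is the 2HG producing partner of a matched IDH1 knockdown line; 0% = DMSO-treated cells and -100% = media-only wells without cells; nearly all actives have a fitted effect of over 55% in size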
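HT-1080-NT fibrosarcoma cells (2HG-overproducing), 750 cells/well in RPMI with 5% FBS, dosed after 2 h and incubated 48 h at 37C. CellTiter-Glo luminescence normalized to DMSO and no-cell wells; concentration-response curves fitted and classed.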
TDP-43 yeast inh = qHTS of TDP-43 Inhibitors | AID 652104, 2013 | Potency, µM (highest dose often 46.1 µM), for inactives: top-dose growth rescue (activation), actives largely listed as activators | 1.8% of 410,000 active | TDP-43 expressing yeast growth rescue, BacTiter-Glo, 24 h; also: % of control where 0% means no effect; nearly all actives have a fitted effect of over 50% in size
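Galactose-induced TDP-43 yeast, OD600=0.02, compound pinned; 24 hr, 30 deg C; BacTiter-Glo luminescence for growth. Inhibitors of TDP-43 toxicity read as activators.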
KB-3-1 tox = qHTS assay for MDR1-selective chemotherapeutics: Primary screen using the parental adenocarcinoma cell KB-3-1. KB-3-1 viability, CellTiter-Glo ATP luminescence, 72 h. Potency, µM (top dose mostly 46.1 µM), inactives show top-dose activity change, negative = cytotoxic, actives largely listed as cytotoxic. 1.4% of 400,000 active. AID 1347075, 2019; also: % is scaled to controls: 0 for no effect and ±100 for the full control effect; nearly all actives have a fitted effect of over 60% in size
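Using CellTiter-Glo luminescence, growth of non-resistant KB-3-1 adenocarcinoma cells is assessed 72 h after pin-tool compound addition at 37 °C. Normalized responses across the concentration series yield fitted curves.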
HEK293 tox = qHTS of GLP-1 Receptor Inverse Agonists: Cytotox Screen; HEK293 cAMP-luciferase reporter cells, luminescence, 24 h; Potency, µM (series often up to 38.3 µM), inactives show top-dose activity change, negative = inhibition, actives largely listed as inhibitors; 0.13% of 410,000 active; AID 624418, 2012;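 also: loss of luciferase light is scored as toxicity; % is scaled to controls: 0 for no effect and ±100 for the full control effect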
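Luminescence readout: signal drop marks cytotoxicity. Plated cells grew 12 h at 37 °C, 5% CO2, received 23 nL compound for 24 h, then got luciferase reagent, read after 12 min at RT.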
GLP1R ag = qHTS of GLP-1 Receptor Agonists. Potency, µM (series often up to 45.6 µM), for the others: at the highest dose activation, hits mostly activators. Glucagon-like peptide 1 receptor (Homo sapiens), P43220. HEK293 GLP-1R CRE-luciferase, luminescence, 4-6 h; cells express a hypersensitive GLP-1R form. 0.007% of 380,000 active; also: % of control where 0% means no effect
SW480 rerep = A quantitative high throughput screen for small molecules that induce DNA re-replication in SW480 colon adenocarcinoma cells; SW480 DNA re-replication, Hoechst DNA content imaging, 48 h; Potency, µM (top dose mostly 46.1 µM), for the others: top-dose re-replication activation, most hits filed as activators; 1.8% of 340,000 active; AID 624297, 2012; also: % of control where 0% means no effect; nearly all actives have a fitted effect of over 55% in size
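Cells (250 per well) received 23 nL compound or DMSO by pin tool and were kept 48 hr at 37 C, 5% CO2. Nuclei were then stained with Hoechst for 40 min and scanned for DNA content.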
KB-V1 cytotox = qHTS assay for MDR1-selective chemotherapeutics: Primary screen using the drug-selected MDR subline cells KB-V1; 3.4% of 400,000 active; Potency, µM (series often up to 46.1 µM), for the others: at the highest dose activity change, negative = cytotoxicity, actives largely listed as cytotoxic; KB-V1 MDR cells viability, CellTiter-Glo, 72 h; AID 1347076, 2019; also: % is scaled to controls: 0 for no effect and ±100 for the full control effect; nearly all actives have a fitted effect of over 60% in size
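qHTS viability screen in drug-selected KB-V1 MDR cells: 72 h compound treatment at 37 degrees C, ATP luminescence end point.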
An asterisk follows results filed as active; ? = inconclusive; nt = not tested or not shown; [ ] = remark or other dose. Calls follow the shape of the dose curve; as a rule, active = well fitted curve in the direction sought with a large enough effect; inconclusive = small, poorly fitted or top-dose-only effect, or another doubt; inactive = no such curve, though single readings can be large; an effect the other way counts as inactive or inconclusive. Potency is read from the fitted curve at half-maximal effect.

Fields: HT1080 IDH1KD tx | GLP-1R inv ag | HT1080-NT tox | TDP-43 yeast inh | KB-3-1 tox | HEK293 tox | GLP1R ag | SW480 rerep | KB-V1 cytotox
1. O=S(=O)(c1ccc(Br)cc1)N1CCN=C1SCc1cccc(F)c1
    -9% | 2% | -2% | -15% | 6% | 2% | -2% | -1% | 16%
2. O=C(NC(=S)Nc1cccc(NC(=S)NC(=O)c2ccccc2)c1)c1ccccc1
    -18% | ? | -11% | -5% | -6% | ? | 19% | ? | -1%
3. Cc1cccn2c(=O)c3cc(S(=O)(=O)c4ccccc4)c(=N)n(Cc4ccc(F)cc4)c3nc12
    15% | 10% | 0% | 1% | 8% | -15% | -1% | ? | 13%
4. O=C(NCC(c1ccco1)N1CCCC1)c1ccccc1Sc1ccc(C(F)(F)F)cc1[N+](=O)[O-] (centres undefined)
    -26% | ? | -4% | 19% | -27% | ? | 0% | 2% | -14%
5. C=CCN1CCN(c2ccncc2S(=O)(=O)N2CCCCC2)CC1
    13% | 0% | 1% | -24% | 0% | -8% | 0% | -2% | ?
6. O=C(O)CSCC(=O)N1CCN(S(=O)(=O)c2ccccc2)CC1
    7% | 10% | 7% | 15% | 16% | 4% | 1% | -1% | 2%
7. Cc1cc(C(=O)CSc2nnnn2C)c(C)n1-c1ccc2c(c1)OCCO2
    -2% | 4% | 17% | ? | -17% | 2% | 1% | 4% | 21µM*
8. COc1ccc(CCNC(=O)CCC(=O)N2CCOc3ccccc32)cc1OC
    9% | 11% | 3% | 12% | -1% | -7% | 6% | -4% | -11%
9. CC(C)n1cnc2c(NCc3ccc(S(N)(=O)=O)cc3)nc(NCc3ccc(S(N)(=O)=O)cc3)nc21
    10% | 9% | 4% | 8% | 8% | -27% | -2% | -8% | -4%
10. Cc1ccccc1C(=O)Nc1ccc(C(=O)N/N=C/c2ccc(F)cc2)cc1
    -1% | ? | 0% | 9% | -4% | -14% | 4% | ? | -5%
11. Cc1c(C(=O)N2CCN(c3ccccn3)CC2)oc2c(F)cccc12
    -4% | 77%[activator] | -4% | -4% | -4% | 16% | 24% | 5% | -5%
12. CN(C)C(=O)c1cccc(-c2cnc3c(NC=O)cc(-c4ccccc4Cl)cn23)c1
    ? | ? | -12% | ? | ? | ? | -1% | nt | ?
13. COCCN1C(=O)N[C@@H](c2ccccc2)[C@H](C(C)=O)[C@H]1C
    0% | 13% | -3% | -17% | 1% | -18% | -1% | 0% | -9%
14. Cc1cc2ncc(-c3cccc(Cl)c3)cn2n1
    5% | 13% | 6% | ? | -2% | 0% | 5% | -6% | 9%
15. C/C(=N\N1C(=O)c2ccccc2C1=O)c1cccc([N+](=O)[O-])c1
    23% | 16% | 24% | 2% | 17% | 3% | -6% | -7% | 22%
16. COc1ccc(Oc2ccccc2/C=C/C(=O)O)cc1
    -3% | 4% | 0% | -7% | -6% | 16% | 0% | 4% | -6%
17. CSc1nc(O)c(C(c2cccc([N+](=O)[O-])c2)c2c(O)nc(SC)[nH]c2=O)c(=O)[nH]1
    -4% | -7% | 0% | -12% | 3% | -6% | -2% | -24% | -10%
18. CCN1CCN(CCCN(Cc2ccco2)C(=S)Nc2ccc(Cl)cc2)CC1
    -20% | ? | -24% | 14% | -16% | 7% | 9% | 1% | ?
19. COc1ccc(CCNC(=O)Cn2nnc3ccccc3c2=O)cc1
    1% | 27% | 0% | -5% | 8% | 4% | -9% | 1% | 25%
20. CCCCC(=O)NNC(=S)NCc1ccccc1
    11% | ? | 5% | -21%[0.397 µM] | 4% | -16% | 6% | -7% | ?
21. CCNC(=O)C1(C)CCCN(C(=O)c2ccc3c(c2)C(C)(C)CCC3(C)C)C1 (centres undefined)
    ? | ? | -7% | 16% | 0% | 0% | 0% | nt | 4%
22. O=C(CCNS(=O)(=O)c1ccc2c(c1)CCN2C(=O)C1CC1)N1CCN(c2ccc(F)cc2)CC1
    nt | 10% | nt | -13% | -11% | 6% | -7% | nt | 11%
23. Cc1c(C(=O)N2CCCC2)sc(NC(=O)c2ccccc2)c1C#N
    16% | 0% | 4% | -18% | 1% | 13% | 0% | 7% | -16%
24. Cc1cc(C)cc(-n2c(SCC(=O)N3CCCC3)nc3c([nH]c4ccccc43)c2=O)c1
    nt | 5% | nt | 19% | ? | 2% | -2% | nt | 5%
25. CCN(CC(=O)NC1CCS(=O)(=O)C1)S(=O)(=O)c1cc(C)ccc1C (centres undefined)
    -3% | 3% | 2% | 9% | -1% | -19% | 1% | -2% | 3%
26. C[N+](C)(C)CCN(Cc1ccc(Cl)cc1)c1ccccn1
    -13% | -12% | -1% | 6% | -19% | 8% | -1% | -9% | -13%
27. CC(=O)c1c(C)[nH]c(C(=O)OCc2cc(=O)n3cc(Br)ccc3n2)c1C
    11% | 4% | 8% | 16% | 21% | 1% | 0% | 25% | 15%
28. CCOC(=O)c1[nH]c(C)c(/C(O)=C2\C(=O)C(=O)N(CCCN3CCOCC3)C2c2cccs2)c1C (centres undefined)
    21µM* | ? | 9.2µM* | 5% | ? | -14% | 6% | 13µM* | ?
29. COc1nnc(-c2ccc(N3CCCCC3)c(NC(=O)C3CCCCC3)c2)c2ccccc12
    -5% | ? | -7% | -22% | ? | 15% | -1% | -5% | ?
30. COc1cc(OC)cc(C(=O)NCCCNC(=O)c2ccccn2)c1
    -1% | 3% | 2% | 17% | nt | 11% | -8% | 1% | nt
31. O=C(O)C(NC(=O)C1CCCN1C(=O)OCc1ccccc1)c1ccccc1 (centres undefined)
    13% | 3% | 12% | 4% | -1% | -15% | -3% | 3% | 8%
32. COc1ccc(CNC(=O)CN(Cc2ccc(F)cc2)C(=O)CCC(=O)Nc2nccs2)cc1
    -2% | ? | 4% | -5% | ? | -16% | 6% | -3% | ?
33. CC(=O)c1ccc(N2CCN(CC(=O)N(CC(C)C)c3c(N)n(CC(C)C)c(=O)[nH]c3=O)CC2)cc1
    4% | 15%[7.66 µM] | 10% | -12% | 0% | 1%[7.66 µM] | 2% | -3% | 2%
34. CCCCn1cnc2c1c(=O)n(CC(=O)c1cc(C)n(C)c1C)c(=O)n2CC(C)C
    1% | ? | 3% | 5% | -14% | -11% | -1% | -2% | ?
35. COc1ccc(C(=O)N=S2CCN(C(=O)c3ccc(Cl)cc3)CC2)cc1
    3% | -4% | -3% | 10% | -1% | -10% | 0% | 0% | 19%
36. C/C(N)=C(/C#N)C(=O)CSc1nc2ccccc2c(=O)n1Cc1ccc(F)cc1
    -18% | ? | 2% | 10µM* | 0% | -4% | 6% | 4% | -12%
37. COc1ccc(C)cc1-n1nnnc1SCC(=O)c1ccc2c(c1)OCCO2
    -5% | 0% | 0% | 18% | 5% | -9% | -2% | 5% | ?
38. CC1(c2nnc(-c3ccncc3)o2)CC(c2c(Cl)cccc2Cl)=NO1 (centres undefined)
    1% | -7% | 4% | ? | -20% | 0% | 6% | 1% | -9%
39. COc1cccc(N2C(=O)c3cccnc3C2O)c1 (centres undefined)
    15% | 16% | -1% | -16% | 10% | -6% | 4% | -10% | 25%
40. Cc1ccc(NC(=O)C2CCN(S(=O)(=O)c3ccc4[nH]c5c(c4c3)CCCCC5)CC2)cc1
    nt | 15% | nt | 11% | 0% | -1% | nt | nt | -22%
41. CCOc1ccc(-n2c(=S)sc3c(=O)n(-c4ccccc4)c(SC)nc32)cc1
    -2% | ? | -6% | 6% | 8% | 15% | 2% | -14% | 8%
42. O=C(NCC(c1ccco1)N1CCCC1)c1ccc(S(=O)(=O)Nc2ccccc2Cl)cc1 (centres undefined)
    2% | ? | -7%[9.24 µM] | 1% | -7% | 1% | -4% | ? | -9%
43. COc1cccc(C(=O)Nc2cccc(NC(=O)c3ccccc3Cl)c2)c1
    -14% | ? | -11% | ? | -11% | -11% | 14% | -3% | 20%
44. CC(C)=CC(=O)Nc1cccc(S(=O)(=O)NC2=NCCCCC2)c1
    2% | 5% | 12% | 5% | -1% | -2% | -2% | -8% | 10%
45. COc1c(C)cccc1C(=O)Nc1ccc(N2CCN(S(C)(=O)=O)CC2)cc1
    9% | 1% | 7% | 21% | -3% | 2% | -5% | -2% | -2%
46. CC(=O)Nc1ccc(/C=C(\C#N)C(N)=O)cc1
    1% | 43%[activator] | 3% | -17% | -4% | -1% | 7% | -4% | 21%
47. C[C@H](CO)N1C[C@H](C)[C@@H](CN(C)Cc2ccccc2)Oc2c(NC(=O)C3CCCCC3)cccc2C1=O
    -19% | ? | -20% | 10% | ? | -31% | -2% | -1% | ?
48. OCCC1CN(Cc2cc3c(cc2Cl)OCO3)CCN1C1CCCC1 (centres undefined)
    -4% | -21% | 2% | -1% | ? | -5% | -4% | ? | -21%

Sorted by length of the SMILES (smallest number first): 3 of the compounds above.
Fields: HT1080 IDH1KD tx | GLP-1R inv ag | HT1080-NT tox | TDP-43 yeast inh | KB-3-1 tox | HEK293 tox | GLP1R ag | SW480 rerep | KB-V1 cytotox
41. CCOc1ccc(-n2c(=S)sc3c(=O)n(-c4ccccc4)c(SC)nc32)cc1
    -2% | ? | -6% | 6% | 8% | 15% | 2% | -14% | 8%
42. O=C(NCC(c1ccco1)N1CCCC1)c1ccc(S(=O)(=O)Nc2ccccc2Cl)cc1 (centres undefined)
    2% | ? | -7%[9.24 µM] | 1% | -7% | 1% | -4% | ? | -9%
47. C[C@H](CO)N1C[C@H](C)[C@@H](CN(C)Cc2ccccc2)Oc2c(NC(=O)C3CCCCC3)cccc2C1=O
    -19% | ? | -20% | 10% | ? | -31% | -2% | -1% | ?
